High-throughput results from PubChem.
GPR35 arrestin U2OS = GPR35 antagonists blocking zaprinast-driven arrestin recruitment, primary screen, imaging, U2OS, beta-arrestin-GFP, zaprinast agonist (AID 2058) | G-protein coupled receptor 35 (Homo sapiens) | U2OS GPR35 beta-arrestin-GFP translocation imaging, zaprinast antagonism; higher % means a stronger effect | one-dose inhibition, % at 10 µM; IC50 in µM for titrated hits | actives 0.052% (n = 290,000);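 active means inhibition of at least 50% with at least 30 cells and total cytoplasm GFP at most 10,000,000; inconclusive means under 30 cells or total GFP of 10,000,000 plus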
Large T inhibition = SV40 large T antigen inhibitors, biochemical (AID 1903) | actives 0.39% (n = 310,000) | inhibition, % at 20 µM, or IC50 in µM where a hit was titrated | SV40 large T antigen ATPase/helicase inhibition assay; higher % means a stronger effect; in the data active means a potency from the dose series; inconclusive means inhibition mostly from about 32% at the one dose, without a potency; inactive means the rest, 99 in 100 with inhibition below about 32%; further: strong numbers were not always called active
NS5 inhibitors = Dengue-2 NS5 methyltransferase inhibitors, primary screen, biochemical, confirmation dose response (AID 588689). Genome polyprotein (Dengue virus type 2 (strain 16681-PDK53)). Dengue-2 NS5 methyltransferase capping enzyme assay, biochemical; higher % means a stronger effect. one-dose inhibition, % at 25 µM; IC50 in µM for titrated hits. actives 0.3% (n = 340,000); in the data active means a potency from the dose series; inconclusive means inhibition above about 29% without an active follow-up result
AID2073 = inhibitors of Mint1-CaV2.2 protein interaction, biochemical, HTRF (AID 2073); Voltage-dependent N-type calcium channel subunit alpha-1B (Homo sapiens); HTRF protein-protein interaction, Mint1-CaV2.2; higher % means a stronger effect; one-dose inhibition, % at 20 µM; IC50 in µM for titrated hits; actives 0.19% (n = 290,000); in the data active means inhibition mostly above about 51%, no sharp cut-off; inconclusive means no clear call, values can overlap the other calls; inactive means mostly below about 53%; further: some results filed as inactive read as strong as hits
GPR55 antagonists = GPR55 antagonists blocking LPI-driven arrestin recruitment, primary screen, imaging, U2OS, beta-arrestin-GFP, LPI agonist (AID 2013); U2OS GPR55 beta-arrestin-GFP translocation imaging, LPI antagonism; higher % means a stronger effect; inhibition, % at 10 µM; hits with a dose series show IC50 in µM; actives 0.13% (n = 290,000);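 active means spots per cell inhibited over 60%, with over 100 cells counted and total cytoplasm intensity under 500,000; inconclusive means wells with under 100 cells, flagged as likely toxic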;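 further: U2OS cells stably carrying GPR55 and arrestin-GFP stimulated by 5 µM LPI near EC80; imaged beta-arrestin-GFP aggregate spots per cell after agonist stimulation; plate controls were LPI-stimulated DMSO wells for no effect and DMSO wells without LPI for full effect; some results filed as inactive read as strong as hits; confirmed hits need IC50 under 10 µM and bright autofluorescent wells are also inconclusive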
Yfh1-off respiration = enhancers of respiration in Yfh1-depleted yeast, dose response, Friedreich's ataxia, plus single-dose screen (AID 1465) | S. cerevisiae Yfh1-off respiration, WST-1 reduction, 72 h; higher fold induction means a stronger effect | one-dose fold induction at 50 µM; EC50 in µM for titrated hits | actives 0.074% (n = 220,000);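 active means fold induction of absorbance versus untreated yeast above a set limit, then at least 30% activation at any dose in follow-up; inconclusive means repeats straddling the limit, or above it without dose testing; inactive means fold induction below the set limit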;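 further: activators that raise dye reduction in frataxin-depleted yeast; strong numbers were not always called active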
GPR55 beta-arrestin = GPR55 agonists via beta-arrestin recruitment, primary screen, imaging, U2OS cells, beta-arrestin-GFP redistribution (AID 1961); G-protein coupled receptor 55 (Homo sapiens); U2OS GPR55 beta-arrestin-GFP redistribution imaging; higher % means a stronger effect; activation, % at 10 µM; hits with a dose series show EC50 in µM; actives 0.048% (n = 290,000);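 active means activation above 40% with more than 50 cells counted in the well; inconclusive means wells holding fewer than 50 cells, flagged as toxic or sparse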;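 further: U2OS osteosarcoma cells stably expressing GPR55 and beta-arrestin-GFP; plate controls were DMSO negative control for no effect and LPI positive control for full effect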
Rac1 GTP hydrolysis = MgcRacGAP GTPase-activating activity inhibitors, confirmation, biochemical, ADP Hunter fluorescence | Rac GTPase-activating protein 1 (Homo sapiens) | MgcRacGAP-stimulated Rac1 GTP hydrolysis, ADP Hunter fluorescence; higher % means a stronger effect; GST-tagged Rac1 F28L mutant substrate | inhibition, % at 30 µM; hits with a dose series show IC50 in µM | actives 0.6% (n = 340,000) | AID 624330, 2012;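 active means first-screen hits whose inhibition reached a set limit at any dose in the follow-up dose series; inconclusive means inhibition above the set first-screen limit but never retested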;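 further: fluorescence reports GDP produced by GAP-driven GTP hydrolysis; strong numbers were not always called active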
NTR1 ag = agonists of NTR1, primary screen, imaging, U2OS cells, beta-arrestin-GFP, high content (AID 493036); actives 0.17% (n = 330,000); NTR1-U2OS beta-arrestin-GFP spot imaging, agonist mode; Neurotensin receptor type 1 (Homo sapiens), P30989; activation, % at 20 µM;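 active means activation at or above 40% of the spot to cytoplasm intensity ratio, with at least 20 cells analyzed; inconclusive means wells under 20 cells, flagged as cytotoxic or low count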;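 further: 0% = DMSO without peptide and 100% = 100 nM NTR1 peptide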
Target sequence (P30989 whole entry, looked up): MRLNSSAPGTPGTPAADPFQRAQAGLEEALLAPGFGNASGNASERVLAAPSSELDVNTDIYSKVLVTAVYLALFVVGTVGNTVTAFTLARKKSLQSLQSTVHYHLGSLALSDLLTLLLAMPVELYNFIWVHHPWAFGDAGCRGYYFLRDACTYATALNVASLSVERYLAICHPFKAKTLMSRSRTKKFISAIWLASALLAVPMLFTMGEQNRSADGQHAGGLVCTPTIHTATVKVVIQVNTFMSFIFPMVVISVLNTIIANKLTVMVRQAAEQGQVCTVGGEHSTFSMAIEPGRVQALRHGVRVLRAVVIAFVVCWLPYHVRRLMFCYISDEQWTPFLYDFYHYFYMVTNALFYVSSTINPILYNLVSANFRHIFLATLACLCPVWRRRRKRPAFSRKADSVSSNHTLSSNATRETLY
NTR1 ag cell count 20 µM = second read-out of NTR1 ag, no call of its own (marks repeat the call); cell count; measured here: cell count, cytotoxicity flag
NS5 inhibitors pilot replicate = further read-out of NS5 inhibitors, marked with its call; inhibition, %; measured here: pilot screen replicate inhibition
* hit, by the source's call; i = inactive; ? = inconclusive; . = not tested or not shown.

SMILES	GPR35 arrestin U2OS	Large T inhibition	NS5 inhibitors	AID2073	GPR55 antagonists	Yfh1-off respiration	GPR55 beta-arrestin	Rac1 GTP hydrolysis	NTR1 ag	NTR1 ag cell count 20 µM	others
CC(=O)c1c(C)[nH]c(C(=O)CN2C(=O)NC(C)(c3ccc4c(c3)OCCO4)C2=O)c1C (stereo not drawn)	.	12%	9%	.	.	.	.	3%	-1.5	57
COc1ccc(CCNC(=O)COC(=O)COc2c(C)cc(C)cc2C)cc1OC	0%	3%	-4%	6%	13%	.	-0.2%	1%	0.7	64
CCC(=O)Nc1nc(C)cc(SCC(=O)OC)n1	7%	1%	-10%	4%	9%	i	-0.1%	2%	2.6	57
O=c1[nH]cccc1-c1nc2ccccc2n1Cc1ccc(Cl)cc1	-9%	21%	-5%	21%	8%	.	0.0%	7%	-1.0	87
COc1ccc(/C=C2\SC(=S)N(CCCC(=O)Nc3ccccc3C(=O)O)C2=O)cc1OC	2%	?	-35%	9%	8%	.	-0.2%	10%	1.5	59
CCC(C)n1nccc1NC(=O)C(C)Cl (stereo not drawn)	-2%	9%	-10%	-4%	3%	i	-0.3%	15%	-1.0	77
O=C(NCc1ccco1)C(=O)NCC1OCCN1S(=O)(=O)c1cc(F)ccc1F (stereo not drawn)	-6%	26%	-8%	24%	-6%	i	-0.1%	22%	0.3	68
NC(=O)c1ccsc1NC(=O)CSc1ccccc1F	2%	4%	-1%	3%	5%	i	-0.1%	3%	1.1	59
CCC(C)c1ccccc1N1CC(C(=O)Nc2ccccc2N2CCCC2)CC1=O (stereo not drawn)	-6%	26%	1%	0%	4%	.	-0.1%	10%	0.7	55
CCOc1ccccc1N(CC(=O)NC1CCCCC1)C(=O)CCC(=O)Nc1nccs1	-3%	9%	1%	9%	-2%	.	.	5%	0.5	61
Cc1nc2cc(-c3cccs3)nn2c(NCC(C)(C)CN(C)C)c1C	2%	10%	-2%	1%	-6%	i	-0.3%	6%	-0.9	83
CC1CN(C(=O)CN(C)S(=O)(=O)c2ccc3ccccc3c2)CC(C)O1 (stereo not drawn)	-2%	-5%	-7%	?	-5%	.	-0.2%	8%	-0.8	108
Cc1nc(Nc2ccc(Br)cc2Br)c([N+](=O)[O-])c(=O)[nH]1	.	20%	2%	.	.	i	.	2%	0.1	97
COc1cc(-n2c(=O)c3ccccc3n(Cc3cccc(C)c3)c2=O)cc(OC)c1OC	16%	10%	-2%	29%	14%	i	1.1%	11%	1.3	42
C/C(=N\NC(=O)Cn1cnc2ccccc21)c1cccs1	2%	.	1%	-6%	-6%	i	0.1%	4%	3.1	49
Cc1ccc(N2CCN(CC3CC=CCC3)CC2)cc1 (stereo not drawn)	0%	5%	-5%	6%	16%	i	0.5%	1%	1.3	83
CCOc1ccc(NC(=O)CN2CCN(CC(=O)Nc3ccccc3OC)CC2)cc1	1%	7%	-1%	2%	12%	.	0.0%	7%	-0.8	77
O=C(C(Cc1ccccc1)N1C(=O)c2ccccc2C1=O)N1CCc2ccccc21 (stereo not drawn)	1%	10%	0%	15%	-1%	i	0.2%	6%	1.2	57
CCn1c(SCc2ccccc2)nnc1-c1cccnc1	8%	10%	-1%	-1%	-2%	i	-0.1%	9%	-0.1	78
COc1ccccc1C(=O)NC(=O)CSc1nc(C)cs1	.	8%	-7%	.	.	.	.	0%	0.1	68
O=[N+]([O-])c1cc2c(cc1CN1CCN(c3ccc(F)cc3)CC1)OCO2	4%	7%	12%	4%	9%	.	-0.4%	6%	-0.4	53
CC(=O)c1ccc(NC(=O)C[n+]2ccccc2)cc1	-5%	5%	-5%	2%	-11%	.	0.3%	10%	0.3	66	NS5 inhibitors pilot replicate=-3.0
COc1ccccc1-c1nc(C#N)c(NCc2ccc(F)cc2)o1	-6%	8%	-3%	24%	11%	i	-0.2%	10%	1.0	55
O=C(Nc1ccc(N2CCCC2)c(Cl)c1)c1cccs1	20%	13%	-2%	-5%	0%	i	-0.1%	18%	-2.1	67

Quoted from the entries so far for reference:
SMILES	GPR35 arrestin U2OS	Large T inhibition	NS5 inhibitors	AID2073	GPR55 antagonists	Yfh1-off respiration	GPR55 beta-arrestin	Rac1 GTP hydrolysis	NTR1 ag	NTR1 ag cell count 20 µM	others
COc1ccccc1C(=O)NC(=O)CSc1nc(C)cs1	.	8%	-7%	.	.	.	.	0%	0.1	68
O=[N+]([O-])c1cc2c(cc1CN1CCN(c3ccc(F)cc3)CC1)OCO2	4%	7%	12%	4%	9%	.	-0.4%	6%	-0.4	53

Already shown: twelve of the compounds above.
SMILES	GPR35 arrestin U2OS	Large T inhibition	NS5 inhibitors	AID2073	GPR55 antagonists	Yfh1-off respiration	GPR55 beta-arrestin	Rac1 GTP hydrolysis	NTR1 ag	NTR1 ag cell count 20 µM	others
CC(=O)c1c(C)[nH]c(C(=O)CN2C(=O)NC(C)(c3ccc4c(c3)OCCO4)C2=O)c1C (stereo not drawn)	.	12%	9%	.	.	.	.	3%	-1.5	57
COc1ccc(CCNC(=O)COC(=O)COc2c(C)cc(C)cc2C)cc1OC	0%	3%	-4%	6%	13%	.	-0.2%	1%	0.7	64
CCC(=O)Nc1nc(C)cc(SCC(=O)OC)n1	7%	1%	-10%	4%	9%	i	-0.1%	2%	2.6	57
O=c1[nH]cccc1-c1nc2ccccc2n1Cc1ccc(Cl)cc1	-9%	21%	-5%	21%	8%	.	0.0%	7%	-1.0	87
COc1ccc(/C=C2\SC(=S)N(CCCC(=O)Nc3ccccc3C(=O)O)C2=O)cc1OC	2%	?	-35%	9%	8%	.	-0.2%	10%	1.5	59
CCC(C)n1nccc1NC(=O)C(C)Cl (stereo not drawn)	-2%	9%	-10%	-4%	3%	i	-0.3%	15%	-1.0	77
O=C(NCc1ccco1)C(=O)NCC1OCCN1S(=O)(=O)c1cc(F)ccc1F (stereo not drawn)	-6%	26%	-8%	24%	-6%	i	-0.1%	22%	0.3	68
NC(=O)c1ccsc1NC(=O)CSc1ccccc1F	2%	4%	-1%	3%	5%	i	-0.1%	3%	1.1	59
CCC(C)c1ccccc1N1CC(C(=O)Nc2ccccc2N2CCCC2)CC1=O (stereo not drawn)	-6%	26%	1%	0%	4%	.	-0.1%	10%	0.7	55
CCOc1ccccc1N(CC(=O)NC1CCCCC1)C(=O)CCC(=O)Nc1nccs1	-3%	9%	1%	9%	-2%	.	.	5%	0.5	61
Cc1nc2cc(-c3cccs3)nn2c(NCC(C)(C)CN(C)C)c1C	2%	10%	-2%	1%	-6%	i	-0.3%	6%	-0.9	83
CC1CN(C(=O)CN(C)S(=O)(=O)c2ccc3ccccc3c2)CC(C)O1 (stereo not drawn)	-2%	-5%	-7%	?	-5%	.	-0.2%	8%	-0.8	108
